PriA SSB inh – blocks PriA binding to SSB C-terminal tail | AlphaScreen SSBct-PriA binding, biotinylated peptide | inhibition, % at 33 µM | actives 0.6% (n = 430,000); in the data active = inhibition mostly above about 37%, no sharp cut-off; inactive = mostly below about 20%;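 also: plate controls were negative control peptide for no effect and reference peptide for full effect; strong numbers were not always called active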
An asterisk follows results filed as active; & = joins results of further samples. An excerpt; count on the stated rates, not on these rows.

SMILES	PriA SSB inh
COc1cc(OC)c(NC(=O)CSc2ncnc3nc(N4CCCC(C)C4)sc23)cc1Cl (configuration not stated)	-7
CO[C@@H](CNC(=O)Cc1cccc2ccccc12)c1cccc(F)c1	-4
CC(=O)NCC(=O)N1CCC(Oc2cc(C)oc(=O)c2)CC1	-1
O=C(CN1C(=O)CCC1=O)NCC1(O)CCc2ccccc2C1 (configuration not stated)	-32
CNC(=O)Cn1nnn(-c2ccc(NC(=O)c3cn(C)nc3OC)cc2)c1=O	-8
COc1ccc(Cl)cc1NC(=O)CN1CC(c2nc(Cc3ccccc3)no2)C1	-20
Cc1cccc(Cn2cnc3c(cnn3CCNC(=O)/C=C\c3ccccc3)c2=O)c1	-10
CC(C)c1cnc2c(c1SCc1ccc(Cl)cc1Cl)c(=O)n(C)c(=O)n2C	-9
COc1cccc(C(C)=NNC(=O)c2ccc(N(C)C)cc2)c1	-6
NC(=NOC(=O)N1CCOCC1)c1ccc(Br)cc1	-4
CN(C)CCCN(C(=O)c1ccc(S(=O)(=O)N2CCCc3ccccc32)cc1)c1nc2c(Cl)cccc2s1	39*
Cn1c(=NN=Cc2ccccn2)sc2ccccc21	-3
Cc1cc(N2CCC(NC(=O)C(C)Oc3ccccc3)CC2)n[nH]1 (configuration not stated)	3
Cc1cc2ncc(CCCNC(=O)Cn3cnc4ccccc4c3=O)cn2n1	5
COc1cc(OC)cc(C(=O)NCc2ccnc(N3CCCC3)n2)c1	-5
Cc1ccc(-n2ncc3c(C(C)C)nnc(SCC(=O)NCC4CCCO4)c32)cc1C (configuration not stated)	-13&21
O=C(NCC[C@H]1CCCCN1S(=O)(=O)c1cccs1)c1nc2ccccc2s1	-5
COC(C)(CNS(=O)(=O)c1ccc(Cl)s1)c1ccccc1F (configuration not stated)	-5
COc1ccc(F)cc1S(=O)(=O)Nc1ccc(-c2ccc(=O)n(C)n2)cc1	-16
CCOc1cc(C)c(Cl)cc1S(=O)(=O)NCCN1CCOCC1	-8
CSC(=NS(=O)(=O)c1cccs1)Nc1ccc(F)cc1	-20
COc1ccc(C(C)=NNc2nc3ccccc3nc2C)cc1OC	14
O=C(COc1ccc(Cl)cc1Cl)NCC(c1ccsc1)N1CCc2ccccc2C1 (configuration not stated)	4
Cc1cccc(-n2ccnc2SCC(=O)NC2CCCC2)c1	0
CO[C@@H](CNC(=O)c1cc(-c2ccco2)on1)c1ccsc1	-61
O=C(Cc1ccccc1)NCCn1nc(-c2ccc(F)cc2)ccc1=O	-13
CCCCCn1c(NS(=O)(=O)c2ccc(C)cc2)c(S(=O)(=O)c2ccc(C)cc2)c2nc3ccccc3nc21	67*
Cc1cc(C)nc(N=C(N)Nc2ccc3c(c2)OCCO3)n1	3
O=C(NCCOc1ccccc1)c1ccc(S(=O)(=O)N2CCOCC2)cc1	1
Cn1nc(-c2ccc(F)cc2)cc1C(=O)NCc1cc(C2CC2)n(C2CCCC2)n1	8
O=C(NCc1ccc(F)cc1)C(=O)NCC1(c2cccs2)CC1	-17
Cc1cc(OC2CCN(C(=O)Cn3cnc(C)c(C)c3=O)CC2)cc(=O)o1	-4
COc1cccc(OC)c1C(=O)NCCn1ncccc1=O	-7
CCOC(=O)NC(N)=Nc1nc2ccccc2s1	-5
S=c1[nH]nc(-c2cc(-c3ccccc3)n[nH]2)n1N=Cc1ccc(Br)s1	4
O=S1(=O)C=C[C@@H](O)C1	-3
COc1ccc(-c2n[nH]c(=S)n2N=C/C=C\c2ccccc2OC)cc1	-8
O=C1CC[C@@H](C(=O)N2CCc3nc(NC(=O)c4ccoc4)sc3C2)N1	-2
CCOC(=O)N1CCC(NC(=O)Cc2csc(Nc3ccc(F)cc3)n2)CC1	2
COc1ccc(NC(=O)c2cc3ccccc3cc2OC)c([N+](=O)[O-])c1	0
COc1ccccc1CCNC(=O)CSc1ccc(-c2ccccn2)nn1	82*
Cc1ccc(/C(=N/NS(=O)(=O)c2ccc(C)cc2)c2ccc(OCC(C)C)cc2)cc1	7
COC(=O)c1ccc(S(=O)(=O)Nc2ccc3c(c2)CN(C(C)=O)CC3)cc1	-11
COc1ccc(C(=O)C=C(C)NCc2ccc3c(c2)OCO3)cc1	13
O=S(=O)(NCCS(=O)(=O)N1CCN(Cc2ccccc2)CC1)c1ccc(Cl)cc1	-12
O=C(O)c1nc2ccc(F)cc2c2ncccc12	3
Cn1cc(S(=O)(=O)N2CCCN(C(=O)Cc3cccc(C(F)(F)F)c3)CC2)cn1	-16
C[C@](O)(CCc1ccccc1)CNS(=O)(=O)Cc1cc(F)ccc1F	-13
O=C1C(=O)N(Cc2cccnc2)C(c2ccccn2)C1=C(O)c1ccccc1 (configuration not stated)	-7
O=S(=O)(Nc1ccc(Cl)cc1)c1cccc(Cl)c1	-11
CSc1ccc(CNC(=O)c2ccc3nc4ccccc4c(=O)n3c2)cc1	-23
CCSc1ccccc1C(=O)N1CCCC(Cc2nc(-c3ccccc3C)no2)C1 (configuration not stated)	-5
COc1ccc(C(F)(F)F)cc1NC(=O)CCCn1nc(-c2ccco2)ccc1=O	4
Cc1noc(C)c1S(=O)(=O)N(C)CC1Cc2ccccc2CO1 (configuration not stated)	-7
CC(C)(C)c1ccc(S(=O)(=O)NCC2(O)CCOCC2)cc1	-1
Cn1nc2c(c1NC(=O)c1ccco1)CCC2	-2
O=C(NCC1CCN(C(=O)c2cccnc2)CC1)c1ccc2nsnc2c1	-15
COC(=O)c1ccc(CSc2ccc(NC(=O)c3cccs3)nn2)o1	4
O=C(COC(=O)c1ccc(S(=O)(=O)NCc2ccco2)cc1)c1cccc([N+](=O)[O-])c1	4
O=C(Cc1cc(=O)[nH]c(=O)[nH]1)N1CCN(Cc2ccccc2)CC1	-14

(further entries)
SMILES	PriA SSB inh
CCOC(=O)CNC(=O)CSc1nnc(Cc2cc(=O)[nH]c(=O)[nH]2)n1-c1cc(C)ccc1C	0
Oc1ccc(NC2=Nc3cccc4cccc2c34)cc1	18&33
Cc1ccc(C(O)=C2C(=O)C(=O)N(C)C2c2cccc([N+](=O)[O-])c2)cc1 (configuration not stated)	2
COc1ccc(Cn2c(SCC#N)nc3c(-c4ccccc4)c[nH]c3c2=O)cc1	-6
O=C(Nc1ccc(-c2ccc(N3CCOCC3)nn2)cc1)Nc1ccccc1F	-14
O=C(CSc1nccn1C1CCCC1)NCc1ccc(F)cc1	-5
CN1CCN(Cc2ccc(NC(=O)NCc3cccc4ccccc34)cc2)CC1	13
CCOC(=O)N1CCN(C(=O)c2ccsc2)CC1	-6
O=C(c1ccc(-n2cccc2)cc1)N1CCc2ncncc2C1	-4
O=C(O)CSc1nncc2ccccc12	-4
CC(C)CS(=O)(=O)C1CN(C(=O)c2ccc(Br)o2)C1	-4
O=C1C2N=NN(c3cccc(C(F)(F)F)c3)C2C(=O)N1c1ccc2c(c1)CCC2 (configuration not stated)	-7
CC(NC(=O)C(=O)NCCC(O)c1cccc2ccccc12)c1ccccc1 (configuration not stated)	-10
O=C(Cc1ccccc1Cl)N1Cc2cncnc2C1	2
CC(C)(C)c1cc(NC(=O)CSc2n[nH]c(N)n2)cc(C(C)(C)C)c1	-6&7

Six entries already listed, sorted by count of non-hydrogen atoms, falling.
SMILES	PriA SSB inh
COc1cc(OC)c(NC(=O)CSc2ncnc3nc(N4CCCC(C)C4)sc23)cc1Cl (configuration not stated)	-7
Cc1ccc(-n2ncc3c(C(C)C)nnc(SCC(=O)NCC4CCCO4)c32)cc1C (configuration not stated)	-13&21
COc1ccc(Cl)cc1NC(=O)CN1CC(c2nc(Cc3ccccc3)no2)C1	-20
O=C1C(=O)N(Cc2cccnc2)C(c2ccccn2)C1=C(O)c1ccccc1 (configuration not stated)	-7
CC(C)c1cnc2c(c1SCc1ccc(Cl)cc1Cl)c(=O)n(C)c(=O)n2C	-9
O=C(NCc1ccc(F)cc1)C(=O)NCC1(c2cccs2)CC1	-17

Reformatted: 4 of the compounds above.
O=C(c1ccc(-n2cccc2)cc1)N1CCc2ncncc2C1
  PriA SSB inh: -4
Oc1ccc(NC2=Nc3cccc4cccc2c34)cc1
  PriA SSB inh: 18&33
COc1ccc(Cn2c(SCC#N)nc3c(-c4ccccc4)c[nH]c3c2=O)cc1
  PriA SSB inh: -6
CCOC(=O)N1CCN(C(=O)c2ccsc2)CC1
  PriA SSB inh: -6

More entries.
SMILES	PriA SSB inh
O=C(c1ccc(F)cc1Cl)N1CCN(c2cnnc(N3CCCC3)c2)CC1	-10
Cc1ccccc1NC(=O)N1CCS[C@H]1c1ccc(C(F)(F)F)cc1	-1
O=C(NCC1CCCN1c1ccccc1)Nc1cccs1 (configuration not stated)	1
CCOC(=O)C1CCN(C(=O)CCCSc2ccc(NC(=O)C3CC3)nn2)CC1	-7
CC(=O)c1cccc(NC(=O)Cc2c(C)nc(SCc3cccc(Cl)c3)[nH]c2=O)c1	-2
CC1CCN(C(=O)CSc2nc(-c3ccco3)nc3c2c(=O)n(C)c(=O)n3C)CC1	-10
CC(=O)N1CCc2ccc(NC(=O)COc3ccc(Cl)cc3)cc21	-18&-5
CC(=NNC(=O)c1sc(NS(=O)(=O)c2ccccc2)nc1C)c1ccccc1	-3
Cc1nc(-c2ccccc2Cl)sc1CNC(=O)c1cc(-c2ccc(F)cc2)nn1C	-22
CCS(=O)(=O)N1CCCc2cc(NC(=O)Cc3ccc(-c4ccccc4)cc3)ccc21	-18
NC(=NOC(=O)Cc1ccccc1[N+](=O)[O-])c1ccc(Br)cc1	3
CC(C)(C)NC(=O)N1CCCN(CCn2cccn2)CC1	-15
CC(=O)Nc1nc2c(s1)CNCC2	-9
O=C(c1c(F)cccc1F)N1CCC2(CC1)OCCN2S(=O)(=O)c1cccs1	-8
COc1ccc(C=NNC(=O)CSc2n[nH]c(=O)[nH]c2=O)cc1	-3
O=C(NCC(O)(c1ccccc1)C(F)(F)F)C1c2ccccc2Oc2ccccc21 (configuration not stated)	-30
O=c1c(S(=O)(=O)c2ccccc2)c[nH]c2ccncc12	-6
COc1ccc(C(C)=NNC(=O)c2ccc(CSc3cccc4cccnc34)cc2)cc1OC	4
Cc1cc(C)nc(Nc2nc(C(=O)NCc3ccc(OC(F)(F)F)cc3)cs2)n1	-9
O=C(c1cnccn1)N1CC[C@H](S(=O)(=O)Cc2ccco2)C1	-13
CCCc1nnsc1C(=O)N1CC[C@H](Oc2nccnc2C#N)C1	-15
CS(=O)(=O)c1ccc(CC(=O)Nc2ccccc2-c2nc3ccccc3[nH]2)cc1	2&-7
CCN=C1SC(CC(=O)Nc2ccc(OCC)cc2)C(=O)N1CC (configuration not stated)	-6
Cc1ncc(CO)c(C=NNC(=S)Nc2ccc(C(C)C)cc2)c1O	-6
COc1ccc(NC(=O)c2cc(=O)c(OC)cn2C)cc1Cl	3
COc1cccc(OCC(=O)Nc2ccc3c(c2)CN(C(=O)C2CC2)CC3)c1	4
O=C(CSc1nc2sc3c(c2c(=O)n1-c1ccccc1)CCC3)N1CCC(c2noc3ccc(F)cc23)CC1	-7
COc1ccccc1C(CNC(=O)CCc1ccccc1Br)OC (configuration not stated)	-8
Cc1cc(C)c(OS(=O)(=O)c2c(C)cc(C)cc2C)c(C)c1	-8
Cc1ccccc1Cn1cnc2c(cnn2CCNC(=O)Cc2ccc(Cl)cc2)c1=O	4
CCOc1ccc(-c2ccc(=O)n(CCCC(=O)Nc3ccc(C)c(Cl)c3)n2)cc1	-8
CCOC(=O)c1ccc(NC(=O)CSc2ncnc3sc(C)c(C)c23)cc1	1
COc1cc(C)c(C)cc1S(=O)(=O)Nc1ccc2c(c1)N(C(=O)c1ccco1)CC2	-16
COc1ccc(CCS(=O)(=O)NCCCc2ccc(N(C)C)cc2)cc1	5
CNS(=O)(=O)c1ccc(NC(=O)c2ccc(Br)o2)cc1	-4
O=C(c1ccc2[nH]ccc2c1)N1CC[C@H](n2ccnn2)C1	-11
O=C(O)c1ccc(C=Nn2cc(-c3ccccc3)[nH]c2=S)cc1	-17
C=c1nc(C)sc1=C1NN=C(N)O1	-8
CN(C)c1cccc(C(=O)Nc2cnc3cc(C(F)(F)F)nn3c2)c1	-1
Cc1cc2ncc(CCCNC(=O)CCc3ccc(Cl)c(C(F)(F)F)c3)cn2n1	6
O=C(NCc1nccc(N2CCCCC2)n1)Nc1ccccc1Cl	-1
Cn1cccc(C(=O)NCc2cc(-c3cccs3)n(C3CCCC3)n2)c1=O	-13
CN(C)S(=O)(=O)c1ccc(-c2nnc(NC(=O)C3=COCCO3)o2)cc1	-15
CC(=NNC(=O)Cn1nnc2ccccc21)c1ccco1	5
Cc1[nH]c(=O)n(C)c(=O)c1CCC(=O)NCCc1ccc(S(N)(=O)=O)cc1	-16
COc1ccc(/C=N\NC(=O)c2ccncc2)cc1O	-8
O=C(c1ccno1)N(CCn1cccn1)c1nc2ccccc2s1	0
O=S(=O)(NCCCN1CCOC(c2ccccc2)C1)c1ccc2ccccc2c1 (configuration not stated)	13
COc1ccccc1CNC(=O)Cn1c(C)cc(C)c(-c2nc(-c3ccc(C)cc3)no2)c1=O	-5
O=C(NCCCN1CCN(c2ccccc2)CC1)c1cccc(C(F)(F)F)c1	4
CCN(CC)C(=O)C(=O)NN=Cc1ccc(Br)cc1	-7
Cc1ccc(OC2CCN(C(=O)c3cncc(Br)c3)CC2)nn1	25
Cn1c(C2CCN(S(C)(=O)=O)CC2)nn(Cc2ccc(F)cc2)c1=O	0&0
O=C(NCc1ccccn1)c1ccc(N2CCCC2)nn1	-11
CC(C)(C)c1nnc(NNC(=O)c2ccccc2)[nH]c1=O	-12
CN(CC1CCCO1)S(=O)(=O)c1ccc(C(=O)Nc2nc3c(s2)CSc2ccccc2-3)cc1 (configuration not stated)	0

Screening results from PubChem.
